High-throughput results (PubChem)
Pf growth 48h: inhibits P. falciparum growth in the first generation, 48 h; Potency, µM (titrated, usually from 28.7 µM), without a hit: top-dose activity change, negative = inhibition, most hits filed as inhibitors; P. falciparum luciferase growth in erythrocytes, 48 h; 5.9% of 310,000 active; further: potency means the concentration at half of the fitted maximal effect; on the % scale 0 is the no-effect control and ±100 the full control effect
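Read-out is firefly luciferase luminescence from an integrated reporter in P. falciparum, so falling signal marks reduced parasite growth. Infected erythrocytes were at 2% hematocrit and 0.1% parasitemia (final) in Albumax-supplemented RPMI 1640.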
Shiga toxin inh: inhibitors of Shiga toxin in Vero cells; 9.2% of 290,000 active; Vero cells, Shiga toxin protein synthesis inhibition reporter; inhibition, % at 38.7 µM; in the data active means inhibition mostly above about 28%, no sharp cut-off; inactive means mostly below about 43%; further: 0% is about no effect
CHX counter: affects cycloheximide protein synthesis inhibition readout, counter-screen | cell reporter, cycloheximide protein synthesis inhibition counterscreen | max response, % | 12% of 300,000 active | AID 2314; in the data active means max response mostly above about 13%, no sharp cut-off; inactive means mostly below about 14%; further: read at 38.3 µM for the half of the compounds with a filed dose; 0% is about no effect
Pf growth 96h: P. falciparum growth inhibition at 96 hour, primary screen for plastid delayed-death inhibitors; P. falciparum luciferase reporter growth, 96 h; Potency, µM (top dose mostly 28.7 µM), without a hit: at the highest dose activity change, negative = inhibition, most hits filed as inhibitors; 6.9% of 320,000 active; AID 504834; further: potency means the concentration at half of the fitted maximal effect; on the % scale 0 is the no-effect control and ±100 the full control effect
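P. falciparum expressing integrated firefly luciferase grown in erythrocytes (2% hematocrit, 0.05% parasitemia final) with compounds for 96 hours at 37 C, 5% CO2. Growth inhibition read as loss of luminescence after adding luciferase detection reagent.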
AmpC no deterg: AmpC beta-lactamase inhibition without detergent; AmpC nitrocefin hydrolysis, absorbance 480 nm, 0.0001% Triton; Potency, µM (series often up to 57.1 µM), for inactives: at the highest dose activity change, negative = inhibition, most hits filed as inhibitors; 0.52% of 330,000 active;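 further: potency means the concentration at half of the fitted maximal effect; plate controls were no compound for no effect and no enzyme for full effect; nearly all actives have a fitted effect of over 20% in size; some results filed as inactive show a strong effect at the top dose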
Target sequence (P00811 whole entry, looked up): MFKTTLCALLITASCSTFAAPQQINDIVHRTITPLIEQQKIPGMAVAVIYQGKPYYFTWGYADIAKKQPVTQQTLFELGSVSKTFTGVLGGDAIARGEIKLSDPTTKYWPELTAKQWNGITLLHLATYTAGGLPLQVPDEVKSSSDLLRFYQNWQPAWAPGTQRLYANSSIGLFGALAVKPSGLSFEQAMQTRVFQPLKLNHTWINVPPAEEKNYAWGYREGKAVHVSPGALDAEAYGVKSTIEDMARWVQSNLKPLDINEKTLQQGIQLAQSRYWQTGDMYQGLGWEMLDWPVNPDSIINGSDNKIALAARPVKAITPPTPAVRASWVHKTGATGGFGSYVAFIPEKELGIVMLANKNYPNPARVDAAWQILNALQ
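AmpC (5.3 nM in the dispensed reagent) in 20 mM phosphate pH 7.0 with 0.01% (detergent screen) or 0.0001% Triton X-100 was preincubated with compounds for 15 min at room temperature. Nitrocefin was then added from an 800 uM solution, and hydrolysis was followed at 480 nm.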
Tb PYK inh: inhibitors of Trypanosoma brucei pyruvate kinase. Potency, µM (highest dose often 76.8 µM), without a hit: top-dose activity, negative = inhibition, most hits filed as inhibitors. 0.12% of 410,000 active. AID 624173. Q57TT1. TbPYK enzyme, Kinase-Glo Plus ATP luminescence, 45 min; further: potency means the concentration at half of the fitted maximal effect; on the % scale 0 is the no-effect control and ±100 the full control effect; nearly all actives have a fitted effect of over 50% in size
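Activity of T. brucei pyruvate kinase was followed by Kinase-Glo Plus luminescence after the enzyme reacted 45 min at room temperature with 130 uM ADP (final) and substrate. Test compounds were added before ADP at multiple concentrations.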
LmPK inh: blocks Leishmania mexicana pyruvate kinase activity | AID 1721 | purified LmPK, Kinase-Glo ATP luminescence, 1 h | 0.37% of 290,000 active | Potency, µM (doses to about 57.5 µM), inactives show at the top dose activity change, negative = inhibition, usual class: inhibitors; further: potency means the concentration at half of the fitted maximal effect; on the % scale 0 is the no-effect control and ±100 the full control effect
Target sequence (Q27686 whole entry, looked up): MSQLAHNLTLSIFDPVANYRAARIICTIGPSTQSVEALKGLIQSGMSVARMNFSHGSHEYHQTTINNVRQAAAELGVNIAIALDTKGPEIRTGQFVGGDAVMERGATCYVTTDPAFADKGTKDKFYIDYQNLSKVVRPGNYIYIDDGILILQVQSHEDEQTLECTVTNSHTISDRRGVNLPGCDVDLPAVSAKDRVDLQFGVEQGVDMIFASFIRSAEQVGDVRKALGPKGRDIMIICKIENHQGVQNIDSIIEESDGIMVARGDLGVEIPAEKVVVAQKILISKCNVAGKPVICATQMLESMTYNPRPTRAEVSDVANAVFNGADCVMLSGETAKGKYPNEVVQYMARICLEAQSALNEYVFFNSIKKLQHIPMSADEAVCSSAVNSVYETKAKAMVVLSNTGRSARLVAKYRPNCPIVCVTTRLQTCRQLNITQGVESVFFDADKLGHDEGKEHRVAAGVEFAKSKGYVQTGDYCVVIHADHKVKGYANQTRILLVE
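ATP generated from ADP (0.1 mM) and PEP (0.5 mM) by 0.1 nM LmPK over 1 h at room temperature (pH 7.2 imidazole buffer) was detected by coupled luciferase luminescence. Values were normalized to uninhibited and no-enzyme wells.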
Active calls of the source: *; ? = inconclusive; · = no result given; + = active, no number; [ ] = another dose, or the depositor's remark. Unless noted, the call rests on the fitted dose curve; in most records, active means well fitted curve in the direction sought with a large enough effect; inconclusive means small, poorly fitted or top-dose-only effect, or another doubt; inactive means no such curve, though single readings can be large; an effect the other way counts as inactive or inconclusive.

SMILES	Pf growth 48h	Shiga toxin inh	CHX counter	Pf growth 96h	AmpC no deterg	Tb PYK inh	LmPK inh
O=C(COC(=O)Cc1ccc(Cl)cc1Cl)NCCC1=CCCCC1	-2%	-7	-2	-6%	-1%	2%	0%
O=C(Nc1cccc(C(F)(F)F)c1)C(Sc1cccc[n+]1[O-])c1ccccc1 (stereo not drawn)	1%	10	-6	11%	-15%	-1%	2%
CCOC(=O)C1CCN(CC(O)COCc2ccccc2)CC1 (stereo not drawn)	-1%	-14	8	77%[activator]	0%	-15%	3%
CC/C(C)=N/Nc1cccc([N+](=O)[O-])c1	11%	-10	-3	-22%	-17%	0%	-1%
O=C(NC1CCN(Cc2ccccc2)CC1)C1CCN(c2nnc(-n3cccc3)s2)CC1	-8%	-10	5	18%	10%	0%	-1%
O=[N+]([O-])c1cccc(S(=O)(=O)NCC2CCCO2)c1 (stereo not drawn)	18%	-8	-3	49%[activator]	-13%	-11%	-7%
COc1ccc(N2CCN(C(=O)c3cc(S(=O)(=O)N4CCCCCC4)ccc3OC)CC2)cc1	12µM*	·	·	?	158%[activator]	-13%	·
COCCOC1CCN(C(=O)C2CCC(=O)N(CCc3cccc(F)c3)C2)CC1 (stereo not drawn)	16%	-4	4	?	9%	-6%	0%
COc1cccc(C2C(C#N)=C(N)N(N(C)C)C3=C2C(=O)CCC3)c1OC (stereo not drawn)	?	-8	-1	0%	-14%	0%	-4%
CC(=O)c1cccc(OCc2cc(C(=O)NC(C)Cc3cccnc3)no2)c1 (stereo not drawn)	0%	37	23*	?	0%	5%	0%
CCOC(=O)C(C(=O)NCC1CCCO1)C1CCCCC1 (stereo not drawn)	-1%	7	0	?	-36%	-9%	3%
COC(=O)c1cc2sccc2n1CC(=O)N(C)c1ccccc1	0%	-7	0	18%	-4%	1%	-1%
O=C(NCCCN1CCCC1=O)c1cn(-c2ccccc2)nc1-c1ccccc1	?	11	10	-7%	75%[activator]	1%	1%
O=C(NCc1ccc(F)cc1)C1CCCN(S(=O)(=O)c2cccc3nonc23)C1 (stereo not drawn)	-8%	-3	-1	?	-25%	0%	-7%
COc1ccccc1NC(=O)c1ccc(COc2ccccc2OC)o1	3%	-8	1	2%	-3%	3%	-7%
Cc1cccc(CC2S/C(=N/c3cccc(C)n3)NC2=O)c1 (stereo not drawn)	56%[activator]	-8	0	67%[activator]	-23%	-8%	2%
CCCCCCOC(=O)NCC(O)c1ccccc1 (stereo not drawn)	120%[activator]	86*	29*	4%	16%	1%	-4%
CCC(C)N=CC1=C(O)C(C(=O)OC)C(C)(C)CC1=O (stereo not drawn)	6%	-11	1	6%	9%	3%	7%
CCOC(=O)c1c(C)n(Cc2ccccc2)c2ccc(OCC(O)CN3C(=O)CNC3=O)cc12 (stereo not drawn)	?	-11	-4	·	176%[activator]	-4%	0%
CC(C)C(OC(=O)c1ccco1)C(=O)NCc1ccco1 (stereo not drawn)	12%	-4	-2	-15%	·	-8%	5%
Cc1cc(C)cc(NC(=S)NC(=O)C2CC2)c1	?	-22	10	35%[activator]	-29%	-3%	-13%
CCOc1ccc(S(=O)(=O)Nc2ccc(Cl)cn2)c(C)c1C	-6%	-12	-2	-2%[5.75 µM]	-23%	4%	10%
Cn1c(=O)c2c(ncn2CC(=O)NCc2cccnc2)n(C)c1=O	4%	-6	-3	-11%	-17%	0%	-6%
COc1ccc(CCNS(=O)(=O)c2ccccc2)cc1OC	1%	-12	2	66%[activator]	-14%	8%	-2%
O=C(/C=C/c1ccco1)Nc1ccc(N2CCCC2)cc1	2%	66*	68*	3%	-24%	-23%	-17%
CCN1CCN(Cc2ccc(NC(=O)Nc3ccccc3)cc2)CC1	-23%	+	46*	-11%	-26%	-7%	-5%
CC(=O)c1cccc(NC(=O)N2CCCC2C(=O)NCCc2ccccc2)c1 (stereo not drawn)	3%	7	-5	·	-11%	0%	0%
CCOC(=O)C1=C(C)N(c2ccc(Cl)cc2)C(=O)NC1c1cccc([N+](=O)[O-])c1 (stereo not drawn)	?	10	-2	?	-28%	7%	7%
N#CC(=C=[N-])c1nc2ccccc2nc1-[n+]1cccc(NC(=O)c2ccc(F)cc2)c1	?	11	7	?	-5%	·	-10%
COCCNC(=O)c1cccc(OC2CCN(Cc3ccccc3OC(F)F)CC2)c1	-1%	-4	-2	?	35%	-5%	3%
Cc1onc(-c2ccccc2)c1C(=O)NCc1ccccn1	?	21	-3	·	?	6%	1%
CC(NC(=O)Cn1nc(C(F)(F)F)c2c1CCC2)c1ccccc1 (stereo not drawn)	-19%	-5	-2	·	2%	6%	1%
CCC(=O)N1CCN(c2cc(NCC3CCCO3)c(F)cc2[N+](=O)[O-])CC1 (stereo not drawn)	-1%	-4	-1	?	-22%	-13%	2%
O=C(c1cc(-c2ccccc2O)on1)N1CCCC1	·	111*	35*	41%[activator]	-20%	-2%	1%
CNC(=O)c1cccc(N2CCCC2=O)c1	20%	-17	11	19%	-1%	-2%	-8%
Cc1cc(C)cc(OCCCn2c(CCNC(=O)C3CCCCC3)nc3ccccc32)c1	·	59	18	·	·	0%	·
Cn1c(=O)c2c(ncn2CC(=O)OCc2ccccc2)n(C)c1=O	3%	17	-3	-18%	-11%	3%	3%
Fc1cc(F)c(F)c(SCCc2ccncc2)c1F	?	-18	-1	?	·	?	23%
CCN(Cc1ccccc1)S(=O)(=O)CCNC(=O)c1ccc(OC)cc1	-5%	·	·	4%	-3%	1%	·
Cc1[nH]c2ccccc2c1C(O)CN1CCN(c2cccc(C(F)(F)F)c2)CC1 (stereo not drawn)	?	-8	10	?	23%	-7%	2%
O=C(CSc1nc2ccccc2c(=O)[nH]1)Nc1ccccc1N1CCOCC1	14%	2	-2	-7%	-16%	6%	4%
CCN1C(=O)[C@@H]2[C@H](C1=O)[C@@H]1C(=O)Nc3ccccc3C(=O)N1[C@@H]2c1cccc(C)c1	3%	·	·	62%[activator]	-19%	0%	·
CSCCC(NC(=O)c1ccccc1Cl)C(=O)NNC(=O)c1ccccc1O (stereo not drawn)	2%	·	·	14%	-30%	4%	·
CCn1nnc(-c2ccccc2NC(=O)c2cc(OC)cc(OC)c2)n1	13%	-5	1	16%	-17%	7%	-2%
Cc1ccccc1C(=O)Oc1ccc(-c2csnn2)cc1	51%[activator]	21	22*	49%[activator]	-30%	-5%	4%
Cc1ccc(Cl)cc1N1CCN(CC(O)COC(C)C)CC1 (stereo not drawn)	-8%	6	-1	15%	33%	6%	-3%
COC(=O)CSc1nc(C2CC2)cc(C(F)(F)F)c1C#N	1%	-15	-2	·	1%	7%	6%
COc1ccc(CC2(CO)CCN(Cc3ccc(NC(C)=O)cc3)CC2)cc1	18%	-8	0	?	-21%	-3%	6%
CC1(C(=O)O)CCC(C(=O)Nc2ccc(S(N)(=O)=O)cc2)C1(C)C (stereo not drawn)	·	19	-2	8%	-7%	-8%	7%
COc1ccc(-c2nc(N)n[nH]2)cc1OC	13%	-10	-1	·	-15%	0%	2%
Cc1cc(N/N=C/c2cccc(Br)c2)nc2ccccc12	?	24*	33*	39%[activator]	-56%	-10%	3%
COC(=O)c1nc(NC(=O)c2ccc(Br)cc2)n[nH]1	-7%	20	14	-13%	·	-13%	7%
COc1ccccc1N1CCN(C(=O)c2ccc(C(C)(C)C)cc2)CC1	?	-2	-2	·	102%[activator]	?	2%
Cc1ccc(C(=O)N2CCN(Cc3ccccc3)CC2)o1	?	-4	7	?	1%	0%	5%
Cc1ccc(S(=O)(=O)N2CCOCC2)cc1C(=O)NCc1cccs1	-5%	24	-5	7%	-26%	0%	0%
O=C(c1ccc2c(c1)C(=O)N(CCCO)C2=O)c1ccc2c(c1)C(=O)N(CCCO)C2=O	-13%	-3	-5	·	-3%	-1%	-2%
CCCC(C)NC(=O)COc1ccc(S(=O)(=O)c2ccc(OCC(=O)NC(C)CCC)cc2)cc1 (stereo not drawn)	12µM*	12	-6	?	196%[activator]	-4%	1%
CCCNC(=S)NNC(=O)c1cc(-c2cccnc2)nc2ccccc12	-2%	8	-2	?	-24%	1%	-10%
COc1ccc(C2/C=C\CN(S(=O)(=O)/C=C/c3ccccc3)[C@H](Cc3ccccc3)C(=O)N2Cc2ccc(F)cc2)cc1 (stereo partly drawn)	?	7	-1	?	-22%	-15%	-4%

Taken from above (2 entries):
SMILES	Pf growth 48h	Shiga toxin inh	CHX counter	Pf growth 96h	AmpC no deterg	Tb PYK inh	LmPK inh
Cc1ccc(S(=O)(=O)N2CCOCC2)cc1C(=O)NCc1cccs1	-5%	24	-5	7%	-26%	0%	0%
O=C(c1ccc2c(c1)C(=O)N(CCCO)C2=O)c1ccc2c(c1)C(=O)N(CCCO)C2=O	-13%	-3	-5	·	-3%	-1%	-2%

Compounds listed so far with an aryl methoxy group (10):
SMILES	Pf growth 48h	Shiga toxin inh	CHX counter	Pf growth 96h	AmpC no deterg	Tb PYK inh	LmPK inh
COc1ccc(N2CCN(C(=O)c3cc(S(=O)(=O)N4CCCCCC4)ccc3OC)CC2)cc1	12µM*	·	·	?	158%[activator]	-13%	·
COc1cccc(C2C(C#N)=C(N)N(N(C)C)C3=C2C(=O)CCC3)c1OC (stereo not drawn)	?	-8	-1	0%	-14%	0%	-4%
COc1ccccc1NC(=O)c1ccc(COc2ccccc2OC)o1	3%	-8	1	2%	-3%	3%	-7%
COc1ccc(CCNS(=O)(=O)c2ccccc2)cc1OC	1%	-12	2	66%[activator]	-14%	8%	-2%
CCN(Cc1ccccc1)S(=O)(=O)CCNC(=O)c1ccc(OC)cc1	-5%	·	·	4%	-3%	1%	·
CCn1nnc(-c2ccccc2NC(=O)c2cc(OC)cc(OC)c2)n1	13%	-5	1	16%	-17%	7%	-2%
COc1ccc(CC2(CO)CCN(Cc3ccc(NC(C)=O)cc3)CC2)cc1	18%	-8	0	?	-21%	-3%	6%
COc1ccc(-c2nc(N)n[nH]2)cc1OC	13%	-10	-1	·	-15%	0%	2%
COc1ccccc1N1CCN(C(=O)c2ccc(C(C)(C)C)cc2)CC1	?	-2	-2	·	102%[activator]	?	2%
COc1ccc(C2/C=C\CN(S(=O)(=O)/C=C/c3ccccc3)[C@H](Cc3ccccc3)C(=O)N2Cc2ccc(F)cc2)cc1 (stereo partly drawn)	?	7	-1	?	-22%	-15%	-4%
